# p53ts 39C kill: kills p53ts cells at the nonpermissive temperature; H1299-p53A138V viability at 39C, ATP luminescence, 24 h; Potency, µM (series often up to 46.1 µM), for inactives: top-dose activity change, negative = cell killing, hits mostly cytotoxic; actives 1.5% (n = 130,000); AID 902; also: nearly all actives have a fitted effect of over 55% in size
# IkB signaling: IkB pathway inhibition in ABC-DLBCL cells; ABC-DLBCL IkBa-CBG/CBR dual luciferase ratio, 4 h; response scale: scaled: untreated 0%, proteasome inhibitor 100%; actives 0.04% (n = 110,000); AID 445; Potency, µM (highest dose often 57.1 µM), for inactives: at the highest dose IkBa stabilization activation; active = well fitted curve in the direction sought with a large enough effect in the signal ratio, not every such curve was filed as active; inconclusive = small, poorly fitted or top-dose-only effect, or a change in a side signal; the % refers to the signal ratio;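 also: the direction sought is a rising ratio; 0% = basal untreated cells and 100% = reference inhibitor full response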
#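 Curves were fitted separately to fusion (green), unfused (red) and ratio luminescence, then classed by r2, magnitude and activity. Cells: OCI-Ly3, 4 h compound plus doxycycline at 37C; 10 uM MG-132 defined full response.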
# Imprint erasure: genomic imprint erasure induction. mouse ES Peg3-LacZ reporter, beta-gal luminescence, 40 h. Potency, µM (doses to about 60.7 µM), for inactives: at the top dose activity change, positive = activation, usual class: activators. actives 0.02% (n = 110,000);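 also: 0% = negative control wells on the plate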
#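 Gelatin-coated wells received 300 freshly trypsinized female ES cells with a Peg3LacZ-Neo reporter on the maternal allele, then incubated 40 hours at 37C. BetaGlo was added for 5 minutes at room temperature before a single luminescence read.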
# p53ts 32C kill: cytotoxicity in p53ts cells at permissive temperature. AID 924. Potency, µM (top dose mostly 46.1 µM), without a hit: top-dose activity change, negative = cytotoxicity, hits mostly cytotoxic. actives 0.93% (n = 130,000). H1299-p53A138V at 32C, ATP luminescence viability, 24 h;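 also: 0% = DMSO and -100% = full killing by reference compound; nearly all actives have a fitted effect of over 55% in size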
#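 ATP-content luminescence (ATPlite) read-out after 24 h compound exposure at 32C in H1299-p53A138V cells (600/well). Tested up to 46 uM. Normalized to DMSO (0%) and 100 uM tamoxifen (100% killing); Hill-fit AC50.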
# Active calls of the source: *; ? = inconclusive; · = not tested or not shown; [ ] = another dose, or the depositor's remark. Unless noted, calls follow the shape of the dose curve; as a rule, active = well fitted curve in the direction sought with a large enough effect; inconclusive = small, poorly fitted or top-dose-only effect, or another doubt; inactive = no such curve, though single readings can be large; an effect the other way counts as inactive or inconclusive. Unless noted, % is scaled to controls: 0 for no effect and ±100 for the full control effect; potency is read from the fitted curve at half-maximal effect. Outcome played no part in choosing rows, and some 1.7% of all compounds hit somewhere here.
smiles,p53ts 39C kill,IkB signaling,Imprint erasure,p53ts 32C kill
CCOC(=O)c1cc2c(=O)n3ccccc3nc2n(CC(C)C)c1=NC(=O)c1ccco1,7%,7.2%,-28%,10%
Cc1ccc(CN2CCC(CNc3ncnc4onc(-c5ccc(Cl)cc5)c34)CC2)cc1,-24%,?,-13%[10.9 µM],-1%
COc1ccccc1NC(=O)C1=C(C)Nc2nc(SCc3ccccc3)nn2C1c1ccncc1 (stereo unspecified),21%,?,-8%[10.9 µM],6%
COCCCn1c(=N)c(S(=O)(=O)c2ccccc2)cc2c(=O)n3cc(C)ccc3nc21,9%,-1.4%,-9%[10.9 µM],7%
COc1ccccc1N(CC(=O)Nc1c(C)cccc1C)S(C)(=O)=O,14%,1.1%,-4%,1%
O=C(OCc1cc2ccccc2[nH]c1=O)c1ccccc1,-4%,?,-38%[inhibitor],1%
O=C(CCCCCN1C(=O)CCC1=O)Nc1ccc2c(c1)OCO2,1%,3.3%,-18%,-7%
Cc1cnc(CNc2cc(-c3ccoc3)ncn2)cn1,-3%,1.8%[11.4 µM],-11%,-4%
CCN1CCN(C(=O)c2oc(=O)c3ccccc3c2-c2ccc(C)cc2)CC1,3%,1.7%,-13%,1%
O=C(CSc1nnc(-c2cccnc2)n1Cc1ccco1)NCc1ccc2c(c1)OCO2,-3%,0.5%,-3%,6%
O=C(Cn1nnc2ccccc21)OCC(=O)c1ccc(Cl)c(Cl)c1,22%,·,·,-5%
CC1(C)Cc2cccc(OCC(=O)N3CCN(S(=O)(=O)c4ccc(F)cc4)CC3)c2O1,-1%,?,-13%,3%
O=C(Nc1cc(C(F)(F)F)ccc1-n1cnc2ccccc21)c1ccccc1,-9%,·,·,17%
CC1CCc2cc(F)ccc2N1C(=O)CSc1nnc(-c2cccs2)n1C (stereo unspecified),-6%,-0.9%,-15%,3%
CCc1ccc(NC(=O)CN2CCCN(Cc3cccc(Cl)c3)S2(=O)=O)cc1,-14%,0.4%,-3%[10.9 µM],2%
CCc1nc(N2CCCC2C(=O)O)c2oc3ccccc3c2n1 (stereo unspecified),-5%,0.6%,-8%,-2%
CC(=O)OC[C@@H]1O[C@H](C/C=N\O[C@@H](C)CN2CCCCc3nc(C)c(C)cc32)C=C[C@@H]1OC(C)=O,3%[9.22 µM],·,·,3%[9.22 µM]
COc1ccccc1NC(=O)N(Cc1ccco1)Cc1cc2cccc(C)c2[nH]c1=O,-19%,?,-19%,9%
Cc1ccc(NC(=O)C2C(=O)N(CCO)C3(C)CC2c2ccccc2O3)cc1 (stereo unspecified),-8%,?,-13%,-17%
Nc1nnc(SCCOc2ccc(Br)cc2)s1,-2%,3.7%,-25%,-8%
O=C(c1ccccc1)N1CCc2cc(CNS(=O)(=O)c3ccccc3Cl)ccc21,10%,0.1%,-9%[10.9 µM],-3%
c1ccc(-n2ncc3c(NCc4ccccn4)ncnc32)cc1,-3%,1.0%,-9%,6%
CCN(CC)c1ccc(-c2c(C#N)c(N)nc(OC)c2C#N)cc1,1%,-0.4%,-6%,-16%
COc1ccc(CCNC(=O)Cc2c(C)c3ccc(O)c(C)c3oc2=O)cc1OC,13%,?,-16%[10.9 µM],5%
CCOC(=O)c1sc2nc(N3CCOCC3)c3c(c2c1N)CCN(C)C3,-4%,1.9%,-6%,3%
COc1cc(C(=O)NCC(=O)OCC(=O)c2ccc[nH]2)cc(OC)c1OC,-1%,0.1%,?,5%
O=C(CSc1nnc(-c2cccs2)o1)OCc1ccccc1,-6%,-6.3%,-11%,-6%
Cc1sc(NC(=O)CSc2nnc(C)c(=O)[nH]2)c(C#N)c1C,0%,-0.5%,-7%,1%
COc1ccc(OCCSc2nc(C)c(Cc3ccccc3)c(=O)[nH]2)cc1,-3%,0.1%,10%[10.9 µM],5%
O=C(CCCn1c(=O)[nH]c2ccsc2c1=O)N1CCN(Cc2ccc3c(c2)OCO3)CC1,-14%,-1.0%,-8%,2%
COc1ccc(N2CCN(C(=O)c3ccc(NS(=O)(=O)c4cccc(F)c4)cc3)CC2)cc1,1%,2.6%,-24%,11%
CCc1c(C)c(C#N)c2nc3ccccc3n2c1Nc1cccc(C(F)(F)F)c1,-11%,?,-14%[10.9 µM],-9%

# Five structures out of the list, sorted by heavy-atom count, ascending:
smiles,p53ts 39C kill,IkB signaling,Imprint erasure,p53ts 32C kill
Cc1sc(NC(=O)CSc2nnc(C)c(=O)[nH]2)c(C#N)c1C,0%,-0.5%,-7%,1%
CCOC(=O)c1sc2nc(N3CCOCC3)c3c(c2c1N)CCN(C)C3,-4%,1.9%,-6%,3%
COc1cc(C(=O)NCC(=O)OCC(=O)c2ccc[nH]2)cc(OC)c1OC,-1%,0.1%,?,5%
O=C(CCCn1c(=O)[nH]c2ccsc2c1=O)N1CCN(Cc2ccc3c(c2)OCO3)CC1,-14%,-1.0%,-8%,2%
COc1ccc(N2CCN(C(=O)c3ccc(NS(=O)(=O)c4cccc(F)c4)cc3)CC2)cc1,1%,2.6%,-24%,11%

# More records follow.
smiles,p53ts 39C kill,IkB signaling,Imprint erasure,p53ts 32C kill
Cc1ccc(CN2c3ccccc3-c3nc(SCC(=O)Nc4c(C)cc(C)cc4C)ncc3S2(=O)=O)cc1,?,0.7%,-21%[10.9 µM],?
CCc1ccc(OCC(=O)N(Cc2ccc(OC)cc2)C2CCS(=O)(=O)C2)cc1 (stereo unspecified),-14%,-1.1%,8%[10.9 µM],1%
COC(=O)c1nn(-c2c(C)n(C)n(-c3ccccc3)c2=O)cc1O,12%,-0.1%,5%,3%
CCNS(=O)(=O)c1ccc(NC(=O)Cc2ccc(F)cc2)cc1,4%,-0.1%,7%,1%
Cc1cccc(NC(=O)CSc2nnc(NC(=O)Nc3ccccc3)s2)c1C,-5%,-0.3%,9%[10.9 µM],6%
O=C(CCCOc1ccc(Cl)cc1)N1CCOCC1,2%,-1.5%,-14%,2%
Cc1ccc(NC(=O)C2CCCN2S(=O)(=O)c2cccc3cccnc23)cc1F (stereo unspecified),2%,0.4%,-5%,-1%
COc1ccc(C2=C(C)C(=NCCCN3CCN(c4cc(C)ccc4C)CC3)NS2(=O)=O)cc1,20%,?,-15%[10.9 µM],-7%
Cc1ccc(S(=O)(=O)N2CCN(C(=O)CN3CCN(C)CC3)C2)cc1,-13%,0.1%,-1%,-8%
CCCCOC(=O)c1ccc(NC(=O)c2ccc3c(c2)CCCN3S(C)(=O)=O)cc1,-14%,?,-13%[10.9 µM],2%
O=C(COc1ccc([N+](=O)[O-])cc1)N1CCC(c2nc3ccccc3s2)CC1,-10%,?,-5%[10.9 µM],-9%
Cc1cc(NC(=O)NC(=O)c2cccc(OC(F)(F)C(F)F)c2)n[nH]1,-8%,2.9%,-16%,-10%
CCCNC(=O)c1c2c(nc3ccccc13)C(=O)N(C1CCCCC1)C2,-12%,1.7%,-10%[10.9 µM],-2%
N#Cc1ccc(CSc2nnc(-c3ccncc3)n2CCc2ccccc2)cc1,-23%,1.5%,?,-28%
CCCN1CCN(CCNC(=O)Nc2cc(C)ccc2OC)CC1,-14%,?,-11%[10.9 µM],-6%
CCOC(=O)c1cccc(NC(=O)C2CCCO2)c1 (stereo unspecified),6%,0.2%,15%,5%
CC1(C)CCC[C@]2(C)C3CC(=O)O[C@@]3(C)CC[C@H]12 (stereo partly specified),-16%,·,-13%,9%
Cc1cccc(-c2cc(-c3ccccc3)nc(SCC(=O)Nc3ccccc3)c2C#N)c1,-3%,0.6%,-10%[10.9 µM],5%
COc1ccc(S(=O)(=O)NCc2nc3nc(C)cc(C)n3n2)cc1,7%,-0.8%,5%[10.9 µM],-1%
Nc1nc2c(ncn2[C@@H]2C=C[C@@H](CO)C2)c(=O)[nH]1,-8%[9.22 µM],0.1%[11.4 µM],5%[10.9 µM],-5%[9.22 µM]
Cc1nc2c(C(=O)N3CCN(c4ccccn4)CC3)cnn2c(C)c1Cc1cccc(Cl)c1,13%,?,-7%,24%
Cc1cccc(NC(=O)CSc2nc3ccc(NC(=O)c4cccs4)cc3s2)c1,-8%,?,-22%[10.9 µM],-10%
COc1ccc(CCn2c(N)cc(=O)[nH]c2=S)cc1OC,15%,3.0%,13%,6%
COc1ccc(Cl)cc1NC(=O)C(=O)NCc1ccc(Cl)cc1,-10%,?,-11%[10.9 µM],0%
Cn1c(=O)cnc2cnc(OCc3ccccc3)nc21,6%,-1.9%[11.4 µM],-10%,1%
CCOC(=O)N1CCN(S(=O)(=O)c2ccc(C(=O)Nc3nc4ccccc4s3)cc2)CC1,-4%,?,-13%,-22%
CCCOc1ccc(OC(=O)c2cn(-c3ccc(OC)cc3)c(=O)c3ccccc23)cc1,-23%,-0.7%,-12%[10.9 µM],6%
CCN(CC)S(=O)(=O)c1ccc2c(c1)N(CC(=O)NCCCN1CCN(c3ccccc3F)CC1)C(=O)CO2,0%,0.6%,-10%[10.9 µM],-6%
COC(=O)[C@H](C)NC(=O)Nc1ccc(OC)c(OC)c1,4%,-2.0%,5%,2%
COc1ccc(-c2cc(C(F)(F)F)n3nc(-c4ccccc4)cc3n2)cc1OC,?,?,-8%[10.9 µM],-6%
COC(=O)c1ccc(NC(=O)CSc2n[nH]c(CC(C)C)n2)cc1,-3%,-1.0%,-8%[10.9 µM],-9%
COc1ccc(CNC(=O)c2cc(-c3cccc(Cl)c3)on2)cc1,-25%,?,-4%[10.9 µM],-10%
Cc1nc2ccccn2c1C(=O)c1ccccc1,-11%,-3.3%,4%,5%
Cc1ccccc1Cn1c2ccccc2c2cnn(CC(=O)NCC(C)c3ccccc3)c(=O)c21 (stereo unspecified),?,?,-8%[10.9 µM],-29%
Cc1cc2ccccc2n1CCNC(=O)c1cccc(Cl)c1,-4%,?,-11%[10.9 µM],-2%
Cc1c(C(=O)N2CCN(c3ccccn3)CC2)oc2ccccc12,-8%,?,-23%,-9%
Cc1ccc(-c2csc(-c3cc4c([nH]c3=O)CC(c3ccccc3)CC4=O)n2)cc1 (stereo unspecified),4%,13%,-15%[10.9 µM],27%
COc1ccc(Cl)cc1NC(=O)CSc1cc(C)[nH]c(=O)n1,-24%,-0.3%,-4%[10.9 µM],-1%
COC(=O)CSc1ccc2nnc(-c3ccc(F)cc3)n2n1,-8%,-0.1%,-6%,-4%
COc1ccc(C(F)(F)F)cc1NC(=O)c1nc2nc(C)cc(C(F)F)n2n1,5%,-1.7%,-3%,-4%
CCOC(=O)c1ccc(-c2n[nH]c(=O)c3ccccc23)cc1,12%,-0.8%,-1%,1%
Cc1ccc(-n2c(N)c(C(=O)N3CCOCC3)sc2=S)c(C)c1,-3%,-0.1%,-3%,-2%
CCOC(=O)C1=C(C)NC(C)=C(C(=O)OC)[C@H]1c1cccc([N+](=O)[O-])c1,-12%,?,-9%,17%
CCN(CC)C(=O)CSc1cn(CC(=O)N2CCCCCC2)c2ccccc12,-4%,0.0%,-8%[10.9 µM],2%
COc1ccccc1N1C(=O)CC(Nc2ccc(N3CCOCC3)cc2)C1=O (stereo unspecified),1%,3.6%,-1%,-3%
CCn1c(COc2ccccc2C)nnc1SCC(=O)NC1CCCC1,-8%,0.8%,-12%,-3%
Cc1ccc(-n2cc3ccc([N+](=O)[O-])cc3n2)cc1,18%,·,·,7%
N#CCCn1c(SCC(=O)NCC2CCCO2)nc2ccccc21 (stereo unspecified),-9%,-0.1%,-9%,-10%
CCOCCCNC(=O)C1CCC(CNS(=O)(=O)c2ccc(NC(C)=O)cc2)CC1 (stereo unspecified),-8%,1.3%,-15%[10.9 µM],?
Cc1ccc(C)c(N2CCN(C(=O)c3c4c(nc5ccccc35)C(=O)N(C3CCCCC3)C4)CC2)c1,-13%,16%,-7%[10.9 µM],1%
CC(Oc1ccccc1)C(=O)Nc1c(C(=O)Nc2cccc(F)c2)oc2ccccc12 (stereo unspecified),14%,?,-4%[10.9 µM],3%

# Screening data from PubChem BioAssay.
